GLD-1 RNA inh: GLD-1/TGE RNA complex disruptors, primary screen, biochemical, fluorescence polarization | purified GLD-1 + fluorescein TGE RNA | inhibition, % at 5.96 µM | 0.44% of 320,000 active | AID 2280, 2010;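 active means percent inhibition above a per-plate cutoff, the plate mean of test compounds plus 3 SD, cut at about 30% in these data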;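 further: 0% = DMSO wells with GLD-1 and probe and 100% = wells lacking GLD-1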
Target sequence (Q17339 whole entry, looked up): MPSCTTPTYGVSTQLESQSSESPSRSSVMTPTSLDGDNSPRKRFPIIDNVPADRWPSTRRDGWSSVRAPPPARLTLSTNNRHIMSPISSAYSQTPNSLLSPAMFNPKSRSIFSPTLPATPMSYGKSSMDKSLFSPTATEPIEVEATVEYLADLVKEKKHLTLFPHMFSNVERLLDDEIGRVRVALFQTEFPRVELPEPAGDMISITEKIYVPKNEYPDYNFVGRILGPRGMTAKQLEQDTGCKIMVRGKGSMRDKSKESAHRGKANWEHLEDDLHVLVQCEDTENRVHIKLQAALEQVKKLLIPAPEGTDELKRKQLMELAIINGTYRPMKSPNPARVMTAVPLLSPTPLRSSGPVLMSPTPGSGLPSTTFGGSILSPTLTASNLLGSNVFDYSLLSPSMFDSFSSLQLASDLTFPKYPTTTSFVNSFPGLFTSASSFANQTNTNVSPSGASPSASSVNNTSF
MCL1-BIM inh: inhibitors of MCL1 binding to BIM-BH3, primary screen, biochemical, fluorescence polarization; Induced myeloid leukemia cell differentiation protein Mcl-1 (Homo sapiens), Q07820; GST-MCL1 / FITC-Bim-BH3 fluorescence polarization; inhibition, % at 10.9 µM; 0.68% of 320,000 active; AID 2057, 2009;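 active means inhibition above the mean inhibition of all tested compounds plus 3 SD, set per campaign, cut at about 40% in these data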;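 further: 0% = DMSO wells and 100% = unlabeled Bim-BH3 peptide control; higher means more loss of mP so more displacement of Bim peptide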
Target sequence (Q07820 whole entry, looked up): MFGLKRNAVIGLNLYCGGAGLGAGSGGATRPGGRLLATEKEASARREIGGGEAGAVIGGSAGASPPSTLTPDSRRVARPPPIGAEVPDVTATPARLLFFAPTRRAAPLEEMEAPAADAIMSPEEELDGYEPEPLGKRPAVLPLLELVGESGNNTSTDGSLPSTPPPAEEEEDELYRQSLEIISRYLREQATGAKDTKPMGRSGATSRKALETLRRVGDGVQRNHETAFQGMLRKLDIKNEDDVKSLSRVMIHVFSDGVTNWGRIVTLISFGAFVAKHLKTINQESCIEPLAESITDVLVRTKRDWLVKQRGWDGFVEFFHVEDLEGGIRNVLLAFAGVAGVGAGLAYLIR
Yeast superoxide: reduction of superoxide in aged yeast, primary screen, HTS. 0.18% of 330,000 active. superoxide response (% of plate mean), % at 10 µM. AID 2690, 2010. S. cerevisiae aged cells, superoxide DHE fluorescence; hits give low values;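 active means superoxide response under a set limit, about three screen SD below normal, cut at about 65% in these data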;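 further: yeast aged for seven days with compound at 30 °C before DHE staining; 100% = average MFI of all compound-treated wells on the plate with controls excluded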
MEX-5 binding: MEX-5 zinc finger RNA-binding disruptors – biochemical, C. elegans, fluorescence polarization, MLPCN library, primary screen; Zinc finger protein mex-5 (Caenorhabditis elegans), Q9XUB2; MEX-5/FITC-TCR2 RNA binding; hits give low values; activity score (negative = inhibition of binding), % at 10 µM; 0.38% of 300,000 active;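 active means inhibition past about -25% in most replicates, and total fluorescence under double the plate's negative control median, limit read from the data; inconclusive means replicates evenly split on the limit, or fluorescence at least double controls; inactive means too little inhibition in most replicates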;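 further: 0% = DMSO and -100% = 5 µM competing unlabeled TCR2 RNA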
VLA-4 inh: inhibition in human VLA-4 binding assay, primary screen, VLA-4 allosteric modulator project, MLPCN library, flow cytometry, VLA-4 expressing cells. ligand binding flow cytometry. inhibition, % (about 7 µM as worked out from the volumes in the protocol). 0.2% of 330,000 active. AID 2557, 2010; in the data active means inhibition above about 50%
AGP1-GFP MLPCN: modulators of AGP1-GFP expression in yeast TOR pathway, primary screen, cell-based, multiplex flow cytometry, S. cerevisiae, MLPCN library | 3 h; GFP as percent of DMSO wells | GFP response vs DMSO, % at 10 µM | 0.02% of 320,000 active | AID 2066, 2009;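 active means GFP response relative to DMSO above a set limit, near screen average plus 3 SD, cut at about 150% in these data; inconclusive means fewer than 70 cells counted for the yeast strain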;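 further: median GFP channel fluorescence of the gated AGP1 strain per well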
CIT2-GFP yeast: modulators of CIT2-GFP expression in yeast, primary screen, S. cerevisiae, GFP fusion, multiplex flow cytometry, MLPCN library. S. cerevisiae CIT2-GFP strain, 3 h; 100 means same as DMSO wells. GFP response vs DMSO, % at 10 µM. 0.065% of 320,000 active. AID 2029, 2009;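 active means GFP response relative to DMSO above a set limit, near the screen mean plus 3 SD, cut at about 150% in these data; inconclusive means Fewer than 70 cells measured for a yeast strain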;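 further: ratio of well median GFP fluorescence to mean of DMSO wells on the plate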
GRK2 inh: compounds blocking aptamer binding on GRK2 – biochemical, human GRK2, bead flow cytometry, HTS, primary screen; Beta-adrenergic receptor kinase 1 (Homo sapiens), P25098; FAM-aptamer displacement from GRK2; inhibition of aptamer binding, % at 10 µM; 0.59% of 330,000 active;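 active means inhibition of aptamer binding above 40%, roughly 3 SD of noise, on plates passing a quality check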;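 further: median bead fluorescence of bound FAM aptamer so fluorescent compounds give negative values; no value below 0 was filed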
BCLXL inh: inhibitors of human Bcl-xL, primary screen, biochemical, fluorescence polarization, HTS; inhibition, % at 10.9 µM; GST-Bcl-xL / FITC-Bim BH3 peptide fluorescence polarization; 0.7% of 320,000 active;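 active means inhibition above the mean of all tested compounds plus 3 SD, cutoff set per campaign, cut at about 30% in these data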;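 further: 0% = DMSO wells and 100% = unlabeled Bim-BH3 peptide competitor; inhibitors lower millipolarization by displacing the labeled peptide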
Target sequence (Q07817 whole entry, looked up): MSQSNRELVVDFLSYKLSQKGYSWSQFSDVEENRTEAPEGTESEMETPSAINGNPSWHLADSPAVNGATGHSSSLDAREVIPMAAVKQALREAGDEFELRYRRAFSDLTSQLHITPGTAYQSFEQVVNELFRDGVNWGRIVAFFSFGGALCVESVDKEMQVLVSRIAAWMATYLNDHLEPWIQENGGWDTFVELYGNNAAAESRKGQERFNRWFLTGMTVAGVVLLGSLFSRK
The depositor's hits bear a star; ? = inconclusive; nt = no result given.

SMILES | GLD-1 RNA inh | MCL1-BIM inh | Yeast superoxide | MEX-5 binding | VLA-4 inh | AGP1-GFP MLPCN | CIT2-GFP yeast | GRK2 inh | BCLXL inh
CNC(=O)c1ccsc1NC(=O)CCS(=O)(=O)c1ccccc1 | 5.7 | 2.1 | 86.0 | 3.0 | 1.0 | 103.1 | 97.5 | 0.0 | 6.9
COC(=O)c1ccc(OC(=O)c2ccc(OC)c(OC)c2)c(OC)c1 | -4.1 | 7.1 | 94.4 | -1.7 | 9.2 | 96.9 | 88.2 | 0.0 | 3.9
Cc1ccc(NC(=O)C(CC(C)C)NC(N)=O)cc1Cl (centres undefined) | 5.4 | 0.0 | 97.5 | 0.4 | 35.7 | 102.0 | 106.2 | 1.0 | 3.5
Cc1c(OCC(F)(F)F)ccnc1CS(=O)c1nc2ccccc2[nH]1 (centres undefined) | 5.1 | 32.5 | 95.7 | 2.3 | 6.8 | 85.4 | 79.1 | 0.0 | 15.6
CC(=O)c1c(C)[nH]c(C(=O)Nc2cc(C)ccc2C)c1C | 4.8 | -0.5 | 103.3 | -1.8 | -11.4 | 96.3 | 97.7 | 0.0 | 1.1
COC(=O)[C@@H]1C[C@@]2(O)[C@H](O)[C@H](O)[C@H](O)C[C@H]2N1Cc1ccc(-c2ccccc2)cc1 | -4.9 | -3.2 | nt | 0.8 | nt | nt | nt | nt | 2.5
c1ccc2oc(CCc3nc4ccccc4o3)nc2c1 | 8.3 | 5.9 | 97.0 | ? | -4.3 | 89.9 | 90.9 | 0.0 | 0.7
O=C(Nc1ccc2c(c1)OCO2)C1CCN(C(=O)CSc2ncnc3ccccc23)CC1 | -1.6 | 3.5 | 94.3 | -0.8 | -1.3 | 99.8 | 87.4 | 1.0 | 1.7
Cc1cccc(N2CC(C(=O)NCC3COc4ccccc4O3)CC2=O)c1C (centres undefined) | 6.5 | -12.3 | 97.4 | nt | 0.0 | 109.2 | 92.8 | 0.0 | -7.8
Cc1ccccc1-c1cc2c(nn1)-c1ccccc1C2=O | -4.7 | -2.1 | 107.8 | -1.0 | 1.7 | 85.9 | 83.4 | 5.0 | -1.5
CC1CCCN(C(=O)c2ccc3c(c2)OCCO3)C1 (centres undefined) | 8.8 | 2.1 | 89.5 | nt | 50.3* | 102.9 | 102.3 | 0.0 | 5.7
O=C1CCC(=O)N1c1ccc(-c2nc3sc4c(c3c(=O)o2)CCC4)cc1 | 3.1 | 6.3 | 117.3 | 1.7 | 10.5 | 84.8 | 85.7 | 2.0 | -1.8
Cc1ccc(C)c(S(=O)(=O)N/N=C2/CCCc3ccccc32)c1 | 6.9 | 4.8 | 101.9 | -2.7 | 10.4 | 101.8 | 103.8 | 0.0 | 3.4
C=CCn1c(COc2ccccc2OC)nc2ccccc21 | 1.8 | -5.2 | 86.0 | -2.0 | 19.2 | 97.6 | 91.1 | 1.0 | 4.7
CC1CCN(c2c(NCc3ccc(C(=O)NCc4ccccc4)cc3)c(=O)c2=O)CC1 | -1.6 | 2.6 | 84.6 | 0.4 | 1.3 | 100.1 | 91.0 | 0.0 | 3.5
CCn1c(COc2ccccc2)nnc1SCC(=O)NC1CCCCC1 | -3.6 | 3.4 | 91.4 | 1.9 | 8.5 | 101.3 | 100.7 | 0.0 | 7.6
Cc1cccc(NC(=S)N2CCC(c3nc4ccccc4o3)CC2)c1C | -5.8 | 4.6 | 88.8 | -0.4 | -17.7 | 96.7 | 97.8 | 0.0 | 2.8
Cc1sc2nc(COC(=O)c3ccc(Cl)c(N)c3)[nH]c(=O)c2c1C | 4.1 | -9.8 | 110.1 | 1.7 | 14.4 | 85.2 | 94.6 | 0.0 | 0.7
COC(=O)Cn1cnc2c(C#N)c3n(c2c1=O)CCCCC3 | 5.6 | -1.8 | 91.8 | -5.8 | -4.3 | 91.7 | 95.5 | 1.0 | -0.7
CC(=O)NCCOC(=O)Nc1ccncc1 | 7.1 | -5.0 | 100.6 | -0.3 | 4.4 | 96.0 | nt | 0.0 | -0.8
O=C(OC1CCCCC1=O)c1cccc(S(=O)(=O)N2CCOCC2)c1 (centres undefined) | -0.2 | -8.7 | 106.4 | 2.4 | -8.3 | 105.8 | 92.4 | 4.0 | -13.1
CCN1CC(CN(C)Cc2cn(-c3ccc(C)cc3)nc2-c2ccc(F)cc2)CC1=O (centres undefined) | -0.9 | -3.9 | 104.6 | 4.7 | -3.8 | 100.3 | 99.5 | 1.0 | 2.2
Cc1ccc(S(=O)(=O)N2CCCOC2CNC(=O)C(=O)NCc2ccncc2)cc1 (centres undefined) | 2.0 | -8.5 | 74.6 | -0.8 | 9.9 | 72.7 | 70.9 | 0.0 | 1.6
O=C(CC12CC3CC(CC(C3)C1)C2)NCc1ccccc1 | -0.6 | -4.0 | 103.8 | 0.0 | 2.7 | 94.1 | 96.4 | 1.0 | 0.1
COc1cc(-c2nc(Cc3ccccc3Cl)no2)cc(OC)c1OC | 0.2 | 2.0 | 105.6 | 1.5 | 9.0 | 96.9 | 93.5 | 0.0 | 0.9

Overlap with the part before: 4 entries; new compounds follow.
SMILES | GLD-1 RNA inh | MCL1-BIM inh | Yeast superoxide | MEX-5 binding | VLA-4 inh | AGP1-GFP MLPCN | CIT2-GFP yeast | GRK2 inh | BCLXL inh
CCN1CC(CN(C)Cc2cn(-c3ccc(C)cc3)nc2-c2ccc(F)cc2)CC1=O (centres undefined) | -0.9 | -3.9 | 104.6 | 4.7 | -3.8 | 100.3 | 99.5 | 1.0 | 2.2
Cc1ccc(S(=O)(=O)N2CCCOC2CNC(=O)C(=O)NCc2ccncc2)cc1 (centres undefined) | 2.0 | -8.5 | 74.6 | -0.8 | 9.9 | 72.7 | 70.9 | 0.0 | 1.6
O=C(CC12CC3CC(CC(C3)C1)C2)NCc1ccccc1 | -0.6 | -4.0 | 103.8 | 0.0 | 2.7 | 94.1 | 96.4 | 1.0 | 0.1
COc1cc(-c2nc(Cc3ccccc3Cl)no2)cc(OC)c1OC | 0.2 | 2.0 | 105.6 | 1.5 | 9.0 | 96.9 | 93.5 | 0.0 | 0.9
Cc1ccc(/C=N/NC(=O)c2ccc(N(C)S(=O)(=O)c3ccccc3)cc2)cc1 | -6.7 | 4.5 | 93.9 | 0.9 | 7.0 | 101.8 | 100.0 | 0.0 | 2.6
S=c1[nH]ccn1-c1ccccc1Cl | 2.1 | -4.1 | 103.5 | 1.6 | -0.6 | 105.3 | 91.6 | 2.0 | -17.5
COC(=O)c1cc(S(=O)(=O)NCC2CCN(Cc3ccc(C)cc3)CC2)c[nH]1 | -0.6 | 4.5 | 89.5 | 4.3 | 10.1 | 100.9 | 98.4 | 0.0 | 4.7
Fc1ccccc1OCCCN1CCOCC1 | 2.9 | 4.2 | 92.2 | -3.5 | 8.4 | 100.7 | 98.1 | 0.0 | 7.2
Cc1sc(NC(=O)c2ccco2)c(C(=O)c2ccc(Cl)cc2)c1C | 4.3 | 2.8 | 99.2 | 2.4 | -2.1 | 99.8 | 100.1 | 0.0 | 0.7
C=CCn1c(SCC(=O)NC(=O)NCCC)nnc1C1CCCCC1 | -2.1 | -9.7 | 98.8 | -0.2 | 3.3 | 95.1 | 97.1 | 0.0 | 3.1
CCOC(=O)c1c(NC(=O)C2C3C=CC(C3)C2C(=O)O)sc2c1CC(C)(C)OC2 (centres undefined) | 5.0 | 1.9 | 113.7 | -0.5 | 3.6 | 92.5 | 102.4 | 2.0 | 1.4
CN(c1ccccc1)S(=O)(=O)c1cccc(NC(=O)CN2CCCc3ccccc32)c1 | -42.8 | -9.5 | 93.8 | 2.4 | -0.1 | 101.4 | 95.8 | 0.0 | -3.2
COCCSc1ccccc1C(=O)Nc1nnc(COC)s1 | 6.0 | 13.0 | 112.8 | -0.4 | 15.3 | 84.0 | 87.1 | 2.0 | 7.5
COc1cc(CNc2ccc3[nH]c(=O)[nH]c3c2)ccc1OCc1ccc(F)cc1Cl | nt | nt | 102.0 | -0.6 | 4.2 | 111.6 | 119.8 | 0.0 | nt
COc1ccc(-n2c(CCC(=O)O)ccc2-c2ccc(F)cc2)c(OC)c1 | -1.7 | 0.2 | 106.1 | 0.8 | 0.9 | 98.8 | 98.7 | 0.0 | 1.7
CC(C)(C)OC(=O)[C@H](Cc1ccccc1)NC(=O)c1[nH]cnc1C(=O)Nc1ccc(Cl)cc1 | 4.1 | 13.5 | 94.9 | -0.9 | 4.9 | 98.5 | 108.1 | 2.0 | -1.0
Cc1ccc(N(Cc2ccccc2)C(=O)c2ccc(S(=O)(=O)N3CCOCC3)cc2)cc1 | -6.7 | -9.9 | 101.7 | -1.3 | 9.6 | 95.3 | 98.2 | 0.0 | -9.4
O=C(Nc1ccc(F)cc1)C1CC(=O)n2c(nc3ccccc32)N1 (centres undefined) | 1.0 | -4.9 | 108.4 | 0.8 | 2.5 | 106.4 | 104.4 | 0.0 | 0.7
Cn1c(SCC(=O)NNC(=O)Nc2ccc(Cl)cc2)nnc1-c1ccccc1 | -0.1 | -4.3 | 91.0 | 0.6 | 5.3 | 109.2 | 99.5 | 1.0 | -2.3
COCCN(C(=O)c1cccc(N2C(=O)CCC2=O)c1)c1nc(-c2ccc([N+](=O)[O-])cc2)cs1 | 7.5 | 4.4 | 102.5 | -0.6 | -2.4 | 103.0 | 93.8 | 5.0 | -3.4
Cc1ccc(-c2nc(C(=O)NCCCN(C)C)cc3c2[nH]c2ccccc23)cc1 | -9.4 | 0.9 | 85.6 | 5.4 | 8.5 | 102.1 | 106.6 | 0.0 | 0.6
CCN(C(=O)COC(=O)Cc1ccc(F)cc1)c1c(N)n(Cc2ccccc2)c(=O)[nH]c1=O | 6.0 | 15.3 | 85.8 | nt | -4.3 | 100.2 | 94.6 | 0.0 | -0.2
O=C(C1CCN(S(=O)(=O)c2ccc(Cl)cc2)CC1)N1CCCCCCC1 | 1.5 | 0.4 | 113.6 | 1.2 | -8.6 | 94.5 | 91.2 | 0.0 | 1.8
c1ccc(CCCNc2ncccn2)cc1 | 3.4 | 5.9 | 106.8 | 0.1 | 17.8 | 97.5 | nt | 5.0 | 6.5
O=C(NCC1(N2CCOCC2)CCCCC1)c1cccc(S(=O)(=O)N2CCc3ccccc3C2)c1 | -4.3 | -2.8 | 89.5 | 2.9 | 11.4 | 108.5 | 102.9 | 19.0 | -0.5
COc1cccc(C2CC(c3cccs3)=NN2C(=O)c2ccco2)c1O (centres undefined) | 9.8 | 10.3 | 89.5 | 1.8 | 10.1 | 98.7 | 91.5 | 2.0 | 7.3
COc1ccc(CSc2nnc3[nH]c(=O)cc(N)n23)cc1 | 5.7 | 10.2 | 109.7 | 2.4 | -11.0 | 101.8 | 90.5 | 1.0 | 5.2
O=C(N(Cc1ccccc1)c1ccccn1)C12CC3CC(CC(C3)C1)C2 | 3.1 | 6.1 | 91.4 | 1.1 | 13.5 | 101.0 | 103.5 | 1.0 | 5.0
Cc1nc(S(=O)(=O)c2ccc(Br)cc2)nc2c1CCC2 | -5.0 | 2.7 | 117.6 | -0.6 | 15.7 | 95.0 | 106.5 | 5.0 | 9.4
